mcGAS inh: blocks mouse cGAS activity; actives 0.15% (n = 160,000); AID 1259399; Q8C6L5; recombinant cGAS, Kinase-Glo ATP depletion luminescence; inhibition, % at 12.5 µM;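 also: 0% = negative control wells and 100% = reference inhibitor with no enzyme activity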
hcGAS inh: inhibitors of human cGAS | Q8N884 | recombinant h-cGAS, ATP depletion, Kinase-Glo luminescence | inhibition, % at 12.5 µM | actives 0.081% (n = 290,000) | AID 1259398;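 also: 0% = vehicle reaction and 100% = reaction without DNA for no activity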
Target sequence (Q8N884 whole entry, looked up): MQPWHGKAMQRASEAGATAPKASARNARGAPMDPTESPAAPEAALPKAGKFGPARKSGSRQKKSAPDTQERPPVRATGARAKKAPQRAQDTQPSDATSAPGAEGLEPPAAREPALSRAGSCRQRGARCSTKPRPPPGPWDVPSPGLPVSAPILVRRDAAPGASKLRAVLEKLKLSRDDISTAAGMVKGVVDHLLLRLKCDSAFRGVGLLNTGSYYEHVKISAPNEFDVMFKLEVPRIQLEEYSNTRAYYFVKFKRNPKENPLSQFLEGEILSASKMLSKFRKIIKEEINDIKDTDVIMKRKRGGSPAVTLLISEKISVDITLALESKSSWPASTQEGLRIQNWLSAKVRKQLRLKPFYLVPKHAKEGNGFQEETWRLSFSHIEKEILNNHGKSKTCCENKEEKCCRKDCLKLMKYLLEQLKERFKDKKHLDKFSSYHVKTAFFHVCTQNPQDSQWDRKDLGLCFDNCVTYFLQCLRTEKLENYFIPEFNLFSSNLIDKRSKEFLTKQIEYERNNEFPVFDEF
NPYLR7 ag: activates Aedes aegypti NPYLR7 receptor. actives 0.15% (n = 270,000). HEK293T NPYLR7/Galpha15, GCaMP6s calcium fluorescence. activation, % at 10 µM. AID 1259423; in the data active = activation above about 40%;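 also: 0% = vehicle and 100% = reference agonist at the receptor; some compounds past the cut are filed as inactive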
Active calls of the source: *; / = no result given; & = joins results of further samples. Rule as the data show it, unless noted: active = inhibition above about 40%; inactive = the rest.

canonical_smiles,hcGAS inh,NPYLR7 ag,mcGAS inh
O=C(NCCN1CCCC1)[C@@]1(OCc2ccccc2F)CC(OCc2cccc(OC(F)(F)F)c2)[C@H](O)[C@H](O)C1 (stereo partly drawn),-11,4,-5
CCS(=O)(=O)c1ccc2oc(-c3cc(NC(=O)c4ccccc4OC)ccc3Cl)nc2c1,-1,7,-1
Cn1c(=O)c2c(SCc3cccc([N+](=O)[O-])c3)nc(C3CCCCC3)nc2n(C)c1=O,-9,-3,-9
COCCN=c1scc(-c2ccccc2)n1N=C1CCc2ccccc21,-3,9,-5
CCCc1cc(CNC(=O)c2cn3cc(Cl)ccc3n2)on1,-5,0,-15
NC(=O)NC(=O)CSc1c(Cl)cccc1Cl,-10,5,/
COc1ccc(-c2cc(CNC(=O)/C=C\c3cc(OC)c(OC)c(OC)c3)no2)cc1,-8,1,-8
CCc1nc2ccc(C(=O)N3CCN(C(=O)c4ccco4)CC3)cn2c1N(C)C(=O)Nc1ccccc1OC,-7,-4,-2
Oc1oc(-c2cccc3ccccc23)nc1C=Nc1nccs1,-2,-1,/
CC(CS(=O)(=O)CC(C)N1CCCCC1)N1CCCCC1 (stereo not drawn),-9,4,-4
CCCOc1ccc(C=C2N=C(c3ccc(OC)c(OC)c3)OC2=O)cc1OC,-9,0,-6
COc1ccc(OC)c(NC(=O)c2cnc3cc(C)ccn3c2=O)c1,-3,1,-5
CCOC(=O)C1(Cc2ccccc2C(F)(F)F)CCN(C(=O)CN2CCCC2=O)CC1,-5,-2,-8
Fc1ccccc1Nc1nc2nonc2nc1N1CCOCC1,-3,-12,-6
CCCc1nc(N2CCN(C(=O)C3CCCCC3)CC2)c2cnn(-c3ccccc3)c2n1,-5,9,-4
CCCCCn1nc(C(=O)NNC(=O)C2CCCC2)c2ccccc2c1=O,-3,6,-7
CC(C)c1cc(N2CCOCC2)nc(SCc2ccc(C(=O)NCc3ccccn3)o2)n1,-10,12,-5
O=C(NCc1ccccn1)c1cc2n(n1)CCN(Cc1ccc(Cl)cc1)C2=O,-4,19,-6
C=CCn1c(C)cc(C2=NNC(=Nc3ccccc3)SC2)c1C,2,-3,2
COc1cccc(NC(=O)Nc2cccc(-n3nc(OCC(C)C)nc3-c3cccc(F)c3)c2)c1,-5,-1,-3
Cc1onc2c(=O)n(CC(=O)C(C)(C)C)nc(-c3ccccc3)c12,-7,9,-13
Cc1nc2sccn2c(=O)c1NC(=O)c1ccc(S(N)(=O)=O)cc1,-1,18,-5
CC1(C(=O)NS(=O)(=O)c2ccccc2C(F)(F)F)CCN1C(=O)CC1CCCC1 (stereo not drawn),4,8,/
Cc1cccc(Cl)c1NC(=O)N1CC(=O)N2CCc3c(F)cccc3C2C1 (stereo not drawn),-12,32,-6
CC(=O)NCC(=O)N1CCN(Cc2ccc(-c3noc(CC(C)C)n3)cc2)CC1,-3,32,-4
CCOC(=O)CCc1c(C)nc2ncnn2c1N1CCN(S(=O)(=O)c2ccccc2C(F)(F)F)CC1,-3,29,-5
O=C(C1CCCCC1)N(Cc1cccnc1)c1nc2c(F)cccc2s1,-3,-9,-9
CCN(C(=O)CSc1nnc(C)s1)[C@H]1COC[C@@H]1O,-9,/,-13
CCc1nc2ccc(C(=O)NCc3ccc(OC)cc3)cn2c1N(C)C=O,-1,7,-1
CCN(CC)S(=O)(=O)c1ccc(NN=C(C)c2ccc[nH]2)nc1,1,-1,/
COc1ccc(-c2cccc(-c3cccc(NC(=O)C(Cl)(Cl)Cl)c3)n2)cc1,-6,-6,-6
Cc1ccc(C(=O)N2CCN(C(=O)NCCNC(=O)C3CC3)CC2)s1,2,-4,-4
CC(NC(=O)NCC1(C)CCCS1)c1csc(C2CC2)n1 (stereo not drawn),8,-2,/
Cc1ccc(CN2CC[C@H](CNC(=O)C3CC3)[C@H](N(C)C)C2)o1,-11,/,-6
Cc1c(C(=O)NCC(C)C)c(C(F)(F)F)nn1C1CCCN(C)C1 (stereo not drawn),2,0,/
CN(Cc1ccccc1)c1cc(Cl)nc(SCc2cccc(C(=O)NCCN3CCCCC3)c2)n1,-1,-5,-4
CC(c1cccc(-c2cc(N3CCOCC3)nc(N)n2)c1)N1CCCC1 (stereo not drawn),-3,18,/
Cc1ccc(C(=O)N2CCc3nc(-c4ccccc4F)[nH]c(=O)c3C2)cc1,-9,22,-4
CCc1ccc(S(=O)(=O)Nc2ccc(Nc3ccc(-n4cccn4)nn3)cc2)cc1,-4,-3,-9
CCOC(=O)c1cc(-c2cccc(NC(=O)[C@@H]3C[C@H]3c3ccccc3)c2)n(-c2ccccc2C)n1,-6,29,-7
O=c1cc(CN2CCN(S(=O)(=O)c3ccc4ccccc4c3)CC2)c2cc3c(cc2o1)CCC3,-2,-8,-2
Cc1nccc(-c2cccc(NC(=O)c3ccccc3F)c2)n1,0,-24,0
CCOCc1nnc(NC(=O)CC(C)(C)C)s1,-1,/,-6
CCN(C)C(=O)C1CN(C(=O)NC(C)(C)C)CC1c1cc(OC)c(OC)c(OC)c1 (stereo not drawn),-15,7,/
COc1ccc(-c2nn3c(N4CCC(C)CC4)cc(C)nc3c2C)cc1OC,2,3,-3
CN(C)CC1(O)CCN(C(=O)C2(c3ccccc3)CC2)C1 (stereo not drawn),-2,13,/
CC1(C)CC(=O)C2C(=Nc3ccccc3N(C(=S)Nc3ccccc3)C2c2cccc([N+](=O)[O-])c2)C1 (stereo not drawn),-7,0,-3
CCCCN1CCC(n2c(=O)[nH]c3ccccc32)CC1,-6,3,-4

Entries of single compounds as entered above. Order of values: hcGAS inh, NPYLR7 ag, mcGAS inh
`CCCCN1CCC(n2c(=O)[nH]c3ccccc32)CC1` is listed with -6, 3, -4
`CCN(C)C(=O)C1CN(C(=O)NC(C)(C)C)CC1c1cc(OC)c(OC)c(OC)c1` (stereo not drawn) is listed with -15, 7, /
`O=c1cc(CN2CCN(S(=O)(=O)c3ccc4ccccc4c3)CC2)c2cc3c(cc2o1)CCC3` is listed with -2, -8, -2
`CCOCc1nnc(NC(=O)CC(C)(C)C)s1` is listed with -1, /, -6
`CC1(C)CC(=O)C2C(=Nc3ccccc3N(C(=S)Nc3ccccc3)C2c2cccc([N+](=O)[O-])c2)C1` (stereo not drawn) is listed with -7, 0, -3

New compounds follow
canonical_smiles,hcGAS inh,NPYLR7 ag,mcGAS inh
CCc1c(N2CCCCC2)nc2n(c1=O)CCCS2,-8,/,-3
CCOC(=O)c1nn(CCC(C)C)c2c1CN(C(=O)Cc1sc(C)nc1C)CC2,-9,21,-8
CCONC(=O)c1cc(-c2ccccc2)nc2ccccc12,-3,-2,/
Cc1cnc(SCc2ccccn2)nc1C1CCCN(C(=O)c2ccc(-c3ccco3)cc2)C1 (stereo not drawn),-8,13,-9
O=[N+]([O-])c1nn(-c2ccccc2)[n+]([O-])c1N1CCN(c2ccco2)CC1,-5,-9,/
CN(CCc1ccccc1)C(=O)[C@@]12CNC[C@@H]1CN(S(C)(=O)=O)C2,-5,-4,/
COC(=O)c1ccc2oc(=O)n(C3CCN(C(=O)[C@H](C)OC(C)=O)CC3)c2c1,-9,4,-7
CC1CCN(C(=O)c2cc(NC(=O)c3ccc(-c4ccccc4)cc3)c(=O)n(C)c2)CC1,-6,-3,-9
CC(C)(O)c1ccc(CN(Cc2cccc(F)c2)C2CC2)o1,-6,11,-2
CC(C(=O)N(C)C)N(C)Cc1cccn1-c1ccccn1 (stereo not drawn),-9,-6,-13
COC(=O)c1ccc(N2CCCC2)c(NC(=O)N2CCN(C(=O)C3CCCO3)CC2)c1 (stereo not drawn),-7,-3,/
Cc1oc(-c2ccc3ccccc3c2)nc1CN1CCN(C(=O)c2ccco2)CC1,-5,-1,/
CS(=O)(=O)c1ccccc1C(=O)N1c2ccccc2CC1C(N)=O (stereo not drawn),-3,-6,-7
Cc1cc(=O)[nH]c(-n2nc(C)c(CCC(=O)N3CCCCC3C)c2C)n1 (stereo not drawn),3,0,/
CC1(C)CC(=O)C(=Cc2cn(-c3ccccc3)nc2-c2ccccc2)C(=O)C1,-5,1,-8
COc1ccc(Cl)cc1NC(=O)CCC1CCCN(Cc2nc3ccccc3n2C)C1 (stereo not drawn),-13,13,-12
CCCCn1c(CCC)nc2c(=O)n(C)c(=O)[nH]c21,-2,-8,/
O=C(Oc1ccccc1)c1ccc(NCN2C(=O)c3ccc(Br)cc3C2=O)cc1,-7,-1,/
COc1ccccc1-c1cccc2c1COCC(=O)N2C,-1,6,/
Cc1ccc(C)c(Cn2c(=O)c3c(nc4n3CCN4c3ccc(Br)cc3)n(C)c2=O)c1,3,-13,/
O=C(Nc1ccccc1)C1CCN(C(=O)c2nc(N3CCOCC3)ncc2Cl)CC1,-8,8,/
COc1ccc(C)cc1-c1cncnc1,0,12,-3
CC(C)c1cc(N2CCN(c3ccccn3)CC2)n2c(nc3ccccc32)c1C#N,-6,1,/
CC(=O)NCc1ccc(C(=O)N2CCCCCC2C2CCCCC2)o1 (stereo not drawn),-7,8,-6
Cc1cc(C)c(-c2csc(NC(=O)CCl)n2)c(C)c1,-2,-4,14
CCn1nc(C(=O)N=c2sc3cccc(Cl)c3n2C)cc1C,3,2,/
O=C(NCC1CCN(Cc2cccc(Cl)c2)C1)c1ccsc1 (stereo not drawn),-6,0,/
CCSCCOC(=O)C1=C(C)NC2=C(C(=O)CC(c3ccc(Cl)cc3)C2)C1c1cccc(OC)c1 (stereo not drawn),-5,3,-6
COc1ccc(NC(=O)CCC2CCCN(C(=O)COc3ccc(C)cc3)C2)c(C)c1 (stereo not drawn),-5,1,/
Cc1cccc(C(=O)NCC(c2cccs2)N2CCN(C)CC2)n1 (stereo not drawn),-7,3,/
Cc1c(Cl)cccc1NC(=O)Cn1nc(-c2ccco2)c2sc(N3CCCCC3)nc2c1=O,-9,-1,-8
CC(C)(C)C(=O)Nc1ccnn1C1CCN(Cc2ccccc2C(F)(F)F)CC1,-3&-9,11&19,-11
O=S(=O)(NCc1ccc(Cl)cc1)c1cnc[nH]1,9,7,5
Cn1cccc1C(=O)N1CCC(Cc2ccc(C(F)(F)F)cc2)CC1,-3,13,-4
Cc1nsc(NC(=O)NC(C)c2cccs2)n1 (stereo not drawn),-6,16,-11
O=c1c(Cl)c(O)cnn1Cc1ccccc1,-5,0,-6
CC(C)C(=O)N1CCC1(C)C(=O)Nc1ccc(F)c(F)c1 (stereo not drawn),0,-5,-1
CC(C)NC(=O)C1(C)CCN1C(=O)c1ccccc1F (stereo not drawn),-8,-2,-4
COc1ccc(-n2nnnc2CN2CCN(S(=O)(=O)c3ccc(F)cc3)CC2)cc1,-5,0,-6
COc1ccc(-n2c(SCc3ccccc3)nc3c(c2=O)SCC3)cc1,-9,-1,/
O=C(CO)N1C[C@H](Oc2ccccn2)[C@H]2C[C@@H]1CC[C@H]2N1CCOCC1,-1,26,-7
CC(=O)Nc1ccc(N=Nc2c(C)[nH]n(-c3nc(-c4ccc(C)cc4)cs3)c2=O)cc1,-4,12,-4
Cc1nc2ccc(CC(=O)N(C)Cc3ccccc3OCC(C)C)cc2[nH]1,-4,2,-11
CC(C)NC(=O)NCc1ccc(NC(=O)C23CC[C@@](C)(C(=O)O2)C3(C)C)cc1,-1,0,0
COc1ccc2sc(N(Cc3ccccc3)C(=O)CCS(=O)(=O)c3ccc(F)cc3)nc2c1,-2,2,-6
COc1ccc(OC)c(NC(=Nc2nc(C)cc(C)n2)NC(C)=O)c1,-1,-7,-1
Cc1ccn2c(=O)nc(SCC(=O)Nc3ccccc3)nc2c1,-8,2,-9
CC(C)N1C(=O)CC(Nc2cc(C(F)(F)F)nc(-c3ccccn3)n2)C1=O (stereo not drawn),-7,1,/
CCCCc1cnc2c(c1SCC(=O)Nc1ccc(C(N)=O)cc1)c(=O)n(C)c(=O)n2C,-12,6,-9
CC(=O)c1nc(N2C(=O)CC(Cc3ccc(C)cc3)C2=O)sc1C (stereo not drawn),-2,0,/
COc1ccccc1Oc1cc(N2CCN(C(=O)c3cccc(F)c3)C(C)C2)ncn1 (stereo not drawn),-1,-9,-4

An excerpt from above in order of formula weight, rising:
canonical_smiles,hcGAS inh,NPYLR7 ag,mcGAS inh
COc1ccc(OC)c(NC(=Nc2nc(C)cc(C)n2)NC(C)=O)c1,-1,-7,-1
Cc1nc2ccc(CC(=O)N(C)Cc3ccccc3OCC(C)C)cc2[nH]1,-4,2,-11
CC(C)N1C(=O)CC(Nc2cc(C(F)(F)F)nc(-c3ccccn3)n2)C1=O (stereo not drawn),-7,1,/
